GLP-1R agonist: agonists of human GLP-1 receptor | P43220 | HEK293 GLP-1R CRE-luciferase, luminescence, 4-6 h; cells express a hypersensitive GLP-1R form | Potency, µM (top dose mostly 45.6 µM), without a hit: at the top dose activation, most hits filed as activators | 380,000 compounds, 0.007% hits | AID 624172; further: potency means the concentration at half of the fitted maximal effect; % of control where 0% means no effect
EPAC1 agonist: activates human EPAC1 exchange factor; O95398; EPAC1 agonist qHTS, biochemical assay; response scale: 100% = response to 6.5 mM cAMP; Potency, µM (titrated, usually from 154 µM), for inactives: at the highest dose activation, most hits filed as activators; 360,000 compounds, 0.073% hits; AID 720707; further: potency means the concentration at half of the fitted maximal effect; nearly all actives have a fitted effect of over 60% in size
Target sequence (O95398 whole entry, looked up): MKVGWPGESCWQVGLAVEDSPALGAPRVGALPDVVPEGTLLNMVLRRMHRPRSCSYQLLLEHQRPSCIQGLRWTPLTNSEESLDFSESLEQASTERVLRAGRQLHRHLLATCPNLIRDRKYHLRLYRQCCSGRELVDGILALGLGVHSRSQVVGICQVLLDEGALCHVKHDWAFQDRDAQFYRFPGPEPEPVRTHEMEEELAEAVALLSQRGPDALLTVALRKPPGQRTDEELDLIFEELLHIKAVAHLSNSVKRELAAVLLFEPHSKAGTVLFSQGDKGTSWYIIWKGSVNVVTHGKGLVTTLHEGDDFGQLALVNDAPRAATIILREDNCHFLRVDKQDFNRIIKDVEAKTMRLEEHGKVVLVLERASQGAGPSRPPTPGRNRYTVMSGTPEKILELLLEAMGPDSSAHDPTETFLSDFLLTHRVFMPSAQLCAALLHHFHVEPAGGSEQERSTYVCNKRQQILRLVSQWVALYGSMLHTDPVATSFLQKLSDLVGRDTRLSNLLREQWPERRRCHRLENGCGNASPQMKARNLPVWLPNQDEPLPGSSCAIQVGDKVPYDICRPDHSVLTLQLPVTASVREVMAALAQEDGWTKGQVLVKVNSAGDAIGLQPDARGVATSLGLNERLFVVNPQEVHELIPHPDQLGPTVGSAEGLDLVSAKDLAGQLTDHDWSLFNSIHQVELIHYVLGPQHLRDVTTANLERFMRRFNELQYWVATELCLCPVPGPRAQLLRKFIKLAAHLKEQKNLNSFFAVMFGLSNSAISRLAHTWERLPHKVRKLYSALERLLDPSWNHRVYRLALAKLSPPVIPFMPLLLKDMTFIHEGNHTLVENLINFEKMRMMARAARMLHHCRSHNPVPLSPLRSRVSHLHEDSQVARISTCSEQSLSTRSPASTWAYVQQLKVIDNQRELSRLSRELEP
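Nucleotide exchange assay: 100 nM EPAC1 with 250 nM Rap1B loaded with BODIPY-GDP and 50 uM GDP, room temperature. Fluorescence (480/540 nm) read every 5 min for 30 min; signal change normalized to 6.5 mM cAMP as full agonist.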
IL-2 act: IL-2 activation; IL-2 activation reporter assay, cell-based qHTS; stimulated with anti-CD3/CD4/CD28 beads; in transgenic mouse T cells; activation, % (series mostly up to about 46 µM); 360,000 compounds, 0.065% hits; AID 652025; in the data active means activation above about 50%; inconclusive means mostly about 30% to 49%; further: 0% is about no effect
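Unstimulated transgenic mouse T cells preincubated 60 min with compound, then stimulated with anti-CD3/anti-CD4-coated beads plus anti-CD28 for 18 h at 37 degrees C. IL-2 response read as EGFP and DsRed fluorescence by plate cytometry.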
EPAC1 antagonist: EPAC1 (human) antagonism. 360,000 compounds, 0.14% hits. Potency, µM (series often up to 115 µM), without a hit: top-dose activity change, negative = inhibition, actives largely listed as inhibitors. EPAC1 GEF assay, Rap1b-BODIPY-GDP exchange fluorescence;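 further: potency means the concentration at half of the fitted maximal effect; plate controls were vehicle for no effect and positive control for full effect; nearly all actives have a fitted effect of over 50% in size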
GLP1R cytotox: cytotoxic in the GLP-1 receptor inverse agonist counter-screen. HEK293 cAMP-luciferase reporter cells, luminescence, 24 h. Potency, µM (top dose mostly 38.3 µM), for the others: top-dose activity change, negative = inhibition, usual class: inhibitors. 410,000 compounds, 0.13% hits. AID 624418;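 further: loss of luciferase light is scored as toxicity; potency means the concentration at half of the fitted maximal effect; on the % scale 0 is the no-effect control and ±100 the full control effect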
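Quantitative HTS format, 1536 wells, 200 cells/uL seeded. Compounds: 23 nL, 24 h, 37 °C. Detection: luciferase reagent, luminescence at 12 min RT; decreased signal taken as cytotoxic.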
GLP-1R inv ag: inverse agonists of human GLP-1 receptor; P43220; Potency, µM (top dose mostly 38.3 µM), inactives show at the top dose activity change, negative = inhibition, hits mostly inhibitors; 410,000 compounds, 1.6% hits; HEK293 GLP-1R CRE-luciferase, luminescence, 24 h; GLP-1R form is constitutively active; AID 624417; further: potency means the concentration at half of the fitted maximal effect; on the % scale 0 is the no-effect control and ±100 the full control effect; nearly all actives have a fitted effect of over 55% in size
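Cells are plated, allowed 12 hours at 37 deg C, then treated with compounds for 24 hr before luciferase detection reagent is added and luminescence is read after 12 min at room temperature. The HEK293 line carries constitutively active GLP-1R with a cAMP-responsive reporter.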
PLK1 PBD block: blocks phosphopeptide binding to human PLK1 polo-box domain | P53350 | Plk1 PBD binding of FITC phosphopeptide, fluorescence polarization | Potency, µM, without a hit: max response, negative = inhibition, most hits filed as inhibitors | 360,000 compounds, 2.8% hits | AID 720504; further: potency means the concentration at half of the fitted maximal effect; series mostly up to about 57 µM; on the % scale 0 is the no-effect control and ±100 the full control effect; nearly all actives have a fitted effect of over 65% in size
PTHR1 ag: activates the human parathyroid hormone receptor PTHR1. HEK293 GP2 PTHR1 cells, GloSensor cAMP luminescence, 1 h. 410,000 compounds, 0.075% hits. AID 743266. Potency, µM (titrated, usually from 115 µM), without a hit: top-dose activation, hits mostly activators; further: potency means the concentration at half of the fitted maximal effect; nearly all actives have a fitted effect of over 55% in size; some results filed as inactive show a strong effect at the top dose; inactives centre near -15; many of its hits are not listed in these tables
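HEK-293-derived GP2 cells expressing PTHR1 and a GloSensor cAMP reporter, 3,000/well, plated overnight, given luciferin plus IBMX (each 0.5 mM as added) for 1 h at 37 °C, then compound for 1 h at 37 °C. Luminescence was read after 15 min at room temperature.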
PI5P4K alpha inh: inhibitors of human PI5P4K alpha. P48426. PI5P4Kalpha enzyme, ADP-Glo luminescence, 60 min; active compounds read low. max response, %. 330,000 compounds, 1.2% hits; active means max response of -50% or lower; inconclusive means between -30% and -50%; inactive means -30% or higher; further: value at the top dose of about 77 µM; on the % scale 0 is the no-effect control and ±100 the full control effect
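Luminescence from ADP-Glo served as readout of PI5P4Kalpha activity in a qHTS format. Reaction: enzyme, substrate, compound, ATP at 5 microM final, 60 min at RT.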
An asterisk follows results filed as active; i = inactive; ? = inconclusive; . = not tested or not shown; [ ] = remark or other dose. Unless noted, the call rests on the fitted dose curve; in most records, active means well fitted curve in the direction sought with a large enough effect; inconclusive means small, poorly fitted or top-dose-only effect, or another doubt; inactive means no such curve, though single readings can be large; an effect the other way counts as inactive or inconclusive. A portion of the library. The share of hits here may be higher or lower than overall.

SMILES	GLP-1R agonist	EPAC1 agonist	IL-2 act	EPAC1 antagonist	GLP1R cytotox	GLP-1R inv ag	PLK1 PBD block	PTHR1 ag	PI5P4K alpha inh
O=C(c1ccc2c(c1)[nH]c(=S)n1c3ccccc3nc21)N1CCN(c2ncccn2)CC1	-6%	-5%	-4.0	11%	-11%	30%[activator]	-8%	i	0
CCCCC(=O)Nc1ccc(OCc2cc(=O)n3c(C)csc3n2)cc1	0%	.	.	.	-1%	4%	.	-40%[inhibitor]	.
COc1ccc(S(=O)(=O)N(C)C[C@H]2Oc3ccc(NS(=O)(=O)c4c(C)noc4C)cc3C(=O)N([C@H](C)CO)C[C@@H]2C)cc1	-5%	-9%	-2.3	-2%	-5%	-1%	0%	-21%	0
O=C(NC1CCCC1)C1CC(=O)N(c2ccc(F)c(Cl)c2)C1 (stereo not given)	2%	5%	5.6	-5%	-4%	-1%	2%	i	0
N#C/C(=N\Nc1ccc(S(=O)(=O)N2CCOCC2)cc1)C(N)=S	-1%	-2%	2.7	-19%	?	?	?	-25%	?
C/C(=N\OCc1cccc(C(=O)O)c1)c1ccc(Cl)cc1	-4%	7%	-2.4	10%	2%	-73%	-6%	-30%	0
Cc1nn(-c2ccccn2)c2c1C(c1ccccc1Cl)C1=C(N2)c2ccccc2C1=O (stereo not given)	1%	-2%	-2.0	-6%	?	12%	3%	i	-4
CCOC(=O)C(Sc1ncn[nH]1)c1ccccc1 (stereo not given)	2%	-2%	-0.3	-6%	21%	-1%	-20%	12%	8
Cc1ccc(CNC(=O)COC(=O)CN2C(=O)C3CC=CCC3C2=O)cc1 (stereo not given)	-2%	-3%	2.3	-15%	-22%	7%	2%	i	-5
COc1cc2c(cc1OC)CN(C(=O)Cc1ccccc1)CC2	?	10%	0.6	-3%	-1%	4%	-8%	-1%	-1
COc1ccccc1C(=O)Nc1ccc(Nc2ccccc2)cc1	1%	-8%	-0.8	-2%	-2%	13%	4%	i	-5
CCn1c(-c2ccc(OC)c(OC)c2)n[nH]c1=S	16%	-3%	-6.8	5%	?	-22%	-2%	2%	3
CCN(C(=O)c1cc2c(=O)[nH]c3ccc(C)cc3c2s1)c1ccccc1C	-1%	5%	-3.2	1%	-13%	-26%	3%	i	3
CC(C)=CC(=O)OCC(=O)NC1CCCc2ccccc21 (stereo not given)	5%	-7%	-5.2	3%	-5%	-9%	-3%	i	-10
COc1ccc(C)cc1S(=O)(=O)N(CC(=O)NCc1ccc(Cl)cc1)Cc1ccccc1	-2%	?	-2.1	5%	-23%	0%	-6%	-21%	.
Cc1oc(-c2cccc(Cl)c2)nc1CS(=O)(=O)CC(=O)NCCN1CCOCC1	-5%	-3%	-1.5	-1%	13%	0%	-4%	-5%	-2
COCCNc1nc2nonc2nc1N1CCC(N(C)C)C1 (stereo not given)	6%	5%	4.3	17%	-20%	18%	1%	-12%	0
CCOc1ccccc1CN1CCC(N2CCOCC2)CC1	-1%	8%	-0.1	-7%	7%	3%	38µM*	-21%	-4
COc1ccc(OC)c(S(=O)(=O)n2nnc3cc(Cl)ccc32)c1	-2%	8%	0.0	4%	4%	9%	-6%	i	.
COCCN(CC(=O)Nc1cccc(C)c1C)C(=O)c1cc(S(=O)(=O)N2CCCC2)ccc1C	-3%	-5%	-0.6	1%	3%	-23%	2%	i	7
CCOC(=O)N1CCN(C(=O)C2CCN(S(=O)(=O)c3ccccc3)CC2)CC1	-7%	4%	-1.4	-19%	4%	15%	-7%	i	10
COc1ccc(CNC(=O)c2cc(S(=O)(=O)N3CCCC3)cn2C)cc1	4%	6%	-0.9	-8%	-16%	-21%	-4%	-22%	-11
COc1ccc(Nc2cc(C)nc3ncnn23)c(OC)c1	-6%	-14%	-2.2	-5%	0%	12%	-4%	-9%	6
COc1ccc(C2NCCC3(O)CCCCC23)c(OC)c1OC (stereo not given)	-2%	-1%	-2.8	6%	2%	0%	-1%	-17%	.
Cn1c(=O)[nH]c(=O)c2c1nc(Br)n2CCSc1nc2ccccc2o1	-4%	5%	-1.1	1%	-25%	1%	-11%	-14%[57.5 µM]	.
CCNS(=O)(=O)c1ccc(CCC(=O)NCc2ccccn2)cc1	4%	10%	-0.2	-10%	11%	10%	-11%	?	4
C#CCOCCOCCOCCNc1nc(N2CCN(C(=O)CCCCCCCCCCNC(=O)[C@H](CCCCN)n3cc(CCO)nn3)CC2)nc(N2CCN(C(=O)CCCCCCCCCCNC(=O)[C@H](CCCCN)n3cc(C[C@@H](C)CC)nn3)CC2)n1	2%	-8%	-0.4	-26%	?	?	-22%	i	-62*
O=C(OCc1ccccn1)c1ccc(COc2ccccc2Cl)o1	4%	9%	-1.2	-4%	-18%	?	-4%	-35%[inhibitor]	-1
CN(C)c1ncnc2c1ncn2C1CCCCO1 (stereo not given)	11%	-6%	0.9	-18%	1%	23%	-12%	i	-6
COc1ccc(-c2cc(C(=O)N3CCCCCC3)c3ccccc3n2)cc1OC	26%	8%	-0.8	-3%	-7%	6%	-4%	-3%	1
CCn1cc(CN2N=C(C)CC2c2ccccc2)c(C)n1 (stereo not given)	4%	1%	3.2	10%	2%	4%	-9%	15%	-10
COc1cccc(NC(=O)C2CCN(S(=O)(=O)c3ccc4[nH]c(=O)ccc4c3)CC2)c1	7%	-16%	-2.2	-4%	2%	23%	-11%	i	6
COC(=O)c1c(C)[nH]c(C(=O)/C=C/c2ccccc2F)c1C	14%	8%	-1.5	-10%	-11%	16%	-5%	i	-1
COc1cc(NC(=O)CN(C)C2CCCCC2)c(C)cc1[N+](=O)[O-]	17%	-4%	-0.6	3%	-4%	-21%	-5%	-7%	1
O=C(NCCc1cccs1)C1CCC(=O)N(CCc2cccc(F)c2)C1 (stereo not given)	10%	7%	0.6	12%	5%	8%	-5%	i	1
CCOC(=O)c1nc(C)c(C(C)=O)s1	4%	-19%	-0.5	-3%	-6%	8%	-7%	5%	1
CCn1c(SCc2ccccc2)nc2cc(S(N)(=O)=O)ccc21	22%	1%	0.4	-20%	-9%	-2%	-13%	-14%	-2
COc1ccc(C(=O)NC(=S)NCc2ccco2)cc1Br	2%	20%	-1.2	-2%	9%	1%	-22%	-42%[inhibitor]	1
CCOc1cccc(C(=O)NC(=S)Nc2ccc(N3CCCC3)cc2)c1	-7%	-5%	0.1	-10%	65%[activator]	4%	-14%	-7%	0
O=C(CCc1nnc(C2CCCCC2)o1)NCc1cccc(-n2cccn2)c1	8%	10%	0.1	8%	-10%	-33%	-3%	-11%	0
COc1ccc(OCC(=O)NS(=O)(=O)c2ccc(Cl)cc2)cc1	0%	-2%	-0.3	-1%	2%	13%	-2%	-14%	3
COCCn1c(SCC(=O)Nc2cccc(OC)c2)nnc1-c1ccccc1	2%	6%	-1.5	-18%	1%	8%	-12%	i	.
COc1ccc(N(CC(=O)NCc2ccco2)S(C)(=O)=O)cc1Cl	1%	-5%	1.6	-6%	-27%	-1%	-3%	-1%[57.5 µM]	.
CCN(CC)c1ccc(NC(=O)Nc2ccc(C(C)=O)cc2)cc1	4%	-3%	-2.4	-7%	5%	?	-8%	-12%	-10
Cc1ccc(N2CC(NC(=O)C(=O)c3c(C)[nH]c4ccccc34)CC2=O)cc1 (stereo not given)	-8%	-18%	0.1	-4%	2%	-7%	-5%	i	-3
CN1C2CCC1CC(NS(=O)(=O)c1cc(Cl)c(Cl)cc1Cl)C2 (stereo not given)	4%	2%	-4.1	-2%	13%	-5%	-10%	i	7
Cc1ccccc1OCCCC(=O)Nc1ccc2c(c1)OCO2	0%	12%	-2.5	-3%	4%	0%	-7%	i	.
CCn1c(SCc2ccc(C(=O)Nc3nccs3)cc2)nnc1-c1ccc(NC(C)=O)cc1	-9%	-1%	0.3	12%	-18%	-1%	-6%	-20%[57.5 µM]	-3

Among those listed so far, these contain an NH in an aromatic ring.
SMILES	GLP-1R agonist	EPAC1 agonist	IL-2 act	EPAC1 antagonist	GLP1R cytotox	GLP-1R inv ag	PLK1 PBD block	PTHR1 ag	PI5P4K alpha inh
O=C(c1ccc2c(c1)[nH]c(=S)n1c3ccccc3nc21)N1CCN(c2ncccn2)CC1	-6%	-5%	-4.0	11%	-11%	30%[activator]	-8%	i	0
CCOC(=O)C(Sc1ncn[nH]1)c1ccccc1 (stereo not given)	2%	-2%	-0.3	-6%	21%	-1%	-20%	12%	8
CCn1c(-c2ccc(OC)c(OC)c2)n[nH]c1=S	16%	-3%	-6.8	5%	?	-22%	-2%	2%	3
CCN(C(=O)c1cc2c(=O)[nH]c3ccc(C)cc3c2s1)c1ccccc1C	-1%	5%	-3.2	1%	-13%	-26%	3%	i	3
Cn1c(=O)[nH]c(=O)c2c1nc(Br)n2CCSc1nc2ccccc2o1	-4%	5%	-1.1	1%	-25%	1%	-11%	-14%[57.5 µM]	.
COc1cccc(NC(=O)C2CCN(S(=O)(=O)c3ccc4[nH]c(=O)ccc4c3)CC2)c1	7%	-16%	-2.2	-4%	2%	23%	-11%	i	6
COC(=O)c1c(C)[nH]c(C(=O)/C=C/c2ccccc2F)c1C	14%	8%	-1.5	-10%	-11%	16%	-5%	i	-1
Cc1ccc(N2CC(NC(=O)C(=O)c3c(C)[nH]c4ccccc34)CC2=O)cc1 (stereo not given)	-8%	-18%	0.1	-4%	2%	-7%	-5%	i	-3

Source: PubChem BioAssay (National Center for Advancing Translational Sciences (NCATS))
